Compound activity (PubChem BioAssay)
VEEV TC-83 Vero = inhibitors of VEEV TC-83 cytopathic effect, confirmation, Vero cells (AID 588727); Vero cells, VEEV TC-83 cytopathic effect inhibition; higher % means a stronger effect; inhibition, % at 20 µM, or IC50 in µM where a hit was titrated; hit rate 0.13% among 350,000; in the data active = a potency from the dose series; inconclusive = inhibition mostly from about 14% at the one dose, without a potency; inactive = the rest, 99 in 100 with inhibition below about 12%; note: strong numbers were not always called active
An asterisk follows results filed as active; i = inactive; ? = inconclusive.

CCOC(=O)c1c2c3c(c(Cl)ccc3[nH]c1=O)C(=O)c1ccccc1-2
  VEEV TC-83 Vero = 7.7%
O=C(COC(=O)Cc1ccc(Cl)cc1Cl)NCc1ccco1
  VEEV TC-83 Vero = 1.7%
CN(c1ccc(-c2csc(NC(=O)CCCc3nc4ccccc4c(=O)[nH]3)n2)cc1)S(C)(=O)=O
  VEEV TC-83 Vero = 6.4%
CCc1nnc(NC(=O)C(NS(=O)(=O)c2ccccc2)C(C)C)s1 (stereo unspecified)
  VEEV TC-83 Vero = 2.5%
CCCCCCn1c(=O)n2n(c1=O)C[C@]1(OC(=O)NCc3ccco3)CN(S(=O)(=O)c3ccc(C)cc3)C[C@]1(O)C2
  VEEV TC-83 Vero = 1.6%
C[C@@H]1CCCCO[C@@H](CN(C)C(=O)Nc2ccc3c(c2)OCO3)[C@@H](C)CN([C@H](C)CO)C(=O)c2cc(N(C)C)ccc2O1
  VEEV TC-83 Vero = 1.5%
CC1=C(C(=O)N2CCOCC2)CC(CC(=O)NCCCCc2ccccc2)C(=O)N1CCC1=CCCCC1 (stereo unspecified)
  VEEV TC-83 Vero = 2.0%
CCCCn1c(N)c(N(CCOC)C(=O)c2oc3c(Cl)cccc3c2C)c(=O)[nH]c1=O
  VEEV TC-83 Vero = 11%
O=C(O)C1C=CC(C(=O)O)c2ccccc21 (stereo unspecified)
  VEEV TC-83 Vero = i
COc1ccccc1NC(=O)Cc1nc(=O)[nH]c(=O)[nH]1
  VEEV TC-83 Vero = 4.5%
C[C@H](CO)N1C[C@H](C)[C@H](CN(C)C(=O)Nc2ccc(C(F)(F)F)cc2)Oc2ncc(Br)cc2C1=O
  VEEV TC-83 Vero = i
C[C@H]1CN([C@@H](C)CO)C(=O)CCCn2cc(nn2)CO[C@@H]1CN(C)C(=O)Cc1ccccc1
  VEEV TC-83 Vero = 0.5%
Cc1cccc(C)c1OCC(=O)Nc1cccc(S(=O)(=O)N2CCCCCC2)c1
  VEEV TC-83 Vero = i
CN1CCN2c3ccc(N)cc3CC3(C(=O)NC(=O)NC3=O)C2C1 (stereo unspecified)
  VEEV TC-83 Vero = i
Cc1ccc(N2C(=O)N(CC(=O)N3CCc4ccccc43)C(=O)C2C)cc1 (stereo unspecified)
  VEEV TC-83 Vero = 1.2%
O=C1c2cccc3cccc(c23)C(=O)N1CCO
  VEEV TC-83 Vero = 1.4%
O=C(c1ccc2c(c1)CCC2)N1CCN(Cc2ccccc2)CC1
  VEEV TC-83 Vero = i
CC1CCCN(CC(=O)Nc2ccc(S(=O)(=O)N3C(C)CCCC3C)cc2)C1 (stereo unspecified)
  VEEV TC-83 Vero = i
Cc1ccc(S(=O)(=O)Nc2ccc3c(c2)C(=O)N([C@H](C)CO)C[C@H](C)[C@H](CN(C)C(=O)Nc2cccc4ccccc24)OCCCC[C@@H](C)O3)cc1
  VEEV TC-83 Vero = i
c1ccc(N2[C@@H]3CC[C@H]2c2ccccc2C3)cc1
  VEEV TC-83 Vero = 0.1%
Cc1cc(N(C)C)cc(C)c1N=Nc1cc[n+]([O-])cc1
  VEEV TC-83 Vero = 9.7%
Cc1cccc(NC(=O)c2cc([N+](=O)[O-])ccc2N2CCOCC2)c1C
  VEEV TC-83 Vero = 1.9%
COC(=O)c1csc(C2OC(CO)C(O)C2O)n1 (stereo unspecified)
  VEEV TC-83 Vero = i
COC(=O)N(C)C[C@@H]1OCc2ccccc2-c2c(n(C)c3ccccc23)C(=O)N([C@H](C)CO)C[C@@H]1C
  VEEV TC-83 Vero = 0.1%
CCN(CC(=O)NC(C)(C)C)C(=O)c1cccc(S(=O)(=O)N2CC3(C)CC2CC(C)(C)C3)c1 (stereo unspecified)
  VEEV TC-83 Vero = 1.6%

COc1cc(/C=N/NC(=O)c2ccc3nc[nH]c3c2)cc(OC)c1OC(C)=O
  VEEV TC-83 Vero = 2.8%
COc1ccccc1N=NNc1ccccc1OC
  VEEV TC-83 Vero = 0.7%
CC(C)[C@H](NC(=O)c1ccc(Cl)cc1)C(=O)Nc1cccc(S(=O)(=O)N2CCOCC2)c1
  VEEV TC-83 Vero = 0.2%
C[C@H](CO)N1C[C@H](C)[C@H](CN(C)C(=O)Nc2ccccc2F)OCc2cnnn2CCCC1=O
  VEEV TC-83 Vero = 0.3%
COc1ccc(OC)c(N(CCN2C(=O)c3ccccc3C2=O)C(=O)CCl)c1
  VEEV TC-83 Vero = ?
CCCCCC(=O)N1C[C@H](O)[C@@H](n2cc(-c3ccc(F)cc3)nn2)C[C@@H]1c1ccc(C)cc1
  VEEV TC-83 Vero = 2.2%
O=C(COc1ccccc1)Nc1c2c(nn1-c1ccc(F)cc1)CS(=O)C2 (stereo unspecified)
  VEEV TC-83 Vero = i
O=[N+]([O-])c1ccc(Sc2ccncn2)c([N+](=O)[O-])c1
  VEEV TC-83 Vero = i
C[C@@H]1CN([C@@H](C)CO)C(=O)CCCn2cc(nn2)CO[C@H]1CN(C)S(=O)(=O)c1ccc(C#N)cc1
  VEEV TC-83 Vero = 0.2%
COc1ccc(C(=O)O)cc1S(=O)(=O)Nc1cc(C(F)(F)F)ccc1N1CCCCC1
  VEEV TC-83 Vero = 0.8%
COc1c2c(c(OC)c3ccccc13)[C@@]1(OC2)O[C@H](CCO)C[C@H](O)[C@H]1O
  VEEV TC-83 Vero = 5.6%
CSCc1ccc(C(=O)OCC(=O)NC2CCCC2)o1
  VEEV TC-83 Vero = 1.0%
Cc1ccc(NC(=O)CSC(C)C(=O)OCc2cc(=O)oc3cc(O)ccc23)cc1 (stereo unspecified)
  VEEV TC-83 Vero = 3.3%
CCOc1ccc(NC(=O)CSc2nc3cc(C(=O)NCC4CCCO4)ccc3c(=O)n2CC2CCCO2)cc1 (stereo unspecified)
  VEEV TC-83 Vero = 1.9%
CN1OC[C@@H]2CN(C(=O)c3ccc(-c4ccccc4)cc3)[C@H](c3ccc(-c4cccc(F)c4)cc3)C[C@@H]21
  VEEV TC-83 Vero = 1.7%
OCC1OC(n2ccc3c2ncn2ncnc32)C(O)C1O (stereo unspecified)
  VEEV TC-83 Vero = 12%
CN1OC[C@@H]2CN(C(=O)Cc3ccccc3)[C@H](c3ccccc3Br)C[C@@H]21
  VEEV TC-83 Vero = 0.5%
CC1CC(=O)c2cc(-c3ccccc3)oc2C1 (stereo unspecified)
  VEEV TC-83 Vero = i
COc1ccc(S(=O)(=O)N2CCCOC2CNC(=O)C(=O)NCCO)cc1 (stereo unspecified)
  VEEV TC-83 Vero = 0.6%
CCCCCCN1C[C@@H](O)[C@H](n2cc(-c3ccc(F)cc3)nn2)C[C@@H]1c1ccccc1
  VEEV TC-83 Vero = 0.2%
Cc1cn([C@H]2C[C@H](O)[C@@H](CNS(=O)(=O)N3CCCC3)O2)c(=O)[nH]c1=O
  VEEV TC-83 Vero = 1.5%
C[C@@H]1CN([C@H](C)CO)C(=O)c2cc(Br)cnc2O[C@@H]1CN(C)Cc1ccc(F)cc1
  VEEV TC-83 Vero = 1.7%
O=C(CNC(=O)C12CC3CC(CC(C3)C1)C2)N1CCCC(C(F)(F)F)C1 (stereo unspecified)
  VEEV TC-83 Vero = 3.0%
Cc1ccc(C(=O)OCC(=O)NC2CCCCCCC2)cc1C
  VEEV TC-83 Vero = 0.1%
CCOC(=O)C1=C(CC)Nc2ccccc2N/C1=N\S(=O)(=O)c1cc(Br)ccc1Br
  VEEV TC-83 Vero = 5.2%

Carrying on.
SMILES	VEEV TC-83 Vero
C[C@@H]1CN([C@H](C)CO)C(=O)CCCn2nncc2CO[C@@H]1CN(C)C(=O)Oc1cccc2ccccc12	i
Cc1ccccc1NS(=O)(=O)c1ccc(S(=O)(=O)N2CCCC2)cc1	0.5%
CCc1cc(-c2nnn(CCC3COCCO3)c2CC)cc(CC)c1-c1cn(Cc2ccccc2)nn1 (stereo unspecified)	0.3%
C[C@@H]1CN([C@@H](C)CO)S(=O)(=O)c2ccc(Br)cc2O[C@H]1CN(C)C(=O)Cc1cccnc1	i
CC1(C)CC(=O)C(CC(=O)c2ccccc2)=C(NN=C(N)N)C1	0.8%
C[C@@H]1CN([C@@H](C)CO)C(=O)c2cc(Br)cnc2O[C@H]1CN(C)C(=O)CCN1CCCCC1	i
Cc1ccc(-n2sc3cc(F)ccc3c2=O)c(C)c1	0.2%
Cc1ccc2c(c1)Oc1ccccc1N=C2	0.4%
COc1ccc(-c2ccc(CN3C(CC(C)C)C(=O)N(Cc4cn(CCC5OCCO5)nn4)CCS3(=O)=O)cc2)cc1OC (stereo unspecified)	7.1%
O=C(C[C@H]1C[C@@H]2c3cc(NS(=O)(=O)c4ccccc4)ccc3O[C@@H]2[C@H](CO)O1)N1CCOCC1	0.3%
O=C(O)C1CC(Br)C(Br)CC1C(=O)O (stereo unspecified)	1.0%
Cc1cn([C@H]2C[C@H](O)[C@@H](CNCc3ccc(Oc4cc(-n5cccn5)ncn4)cc3)O2)c(=O)[nH]c1=O	i
O=c1[nH]c(=S)n2c(c1-c1ccccc1)OC(CBr)C2 (stereo unspecified)	i
COC(=O)C[C@@H]1C[C@H]2c3cc(N(C)C)ccc3O[C@H]2[C@H](CO)O1	1.2%
Cc1cc(NS(C)(=O)=O)c(=O)n(Cc2cccc(C(F)(F)F)c2)c1	i
COc1ccc(NC(=O)C[C@H]2C(=O)N(c3ccc(Br)cc3)C[C@@H]2CSC)cc1	i
C[C@H](NC(=O)c1ncn2c1C(=O)NC[C@H]2C)c1ccccc1	0.8%
C[C@@H]1CN([C@@H](C)CO)C(=O)CCCn2nncc2CO[C@H]1CN(C)C(=O)Nc1ccccc1F	i
CCN(CC1CCCO1)C(=O)CCc1nnc(CCc2ccccc2)o1 (stereo unspecified)	0.5%
C[C@@H]1CN([C@@H](C)CO)C(=O)CCCn2nncc2CO[C@H]1CN(C)S(=O)(=O)c1ccc(C#N)cc1	4.7%
CC(=NNC(N)=O)C1CC2CCC1CC2 (stereo unspecified)	3.1%
COc1ccc(-n2c(SCC(=O)Nc3cc(C)on3)nc3c(c2=O)SC(C)C3)cc1 (stereo unspecified)	i
O[C@@H]1CN(Cc2cccs2)[C@@H](c2ccc(Cl)cc2)C[C@H]1n1cc(C2CC2)nn1	0.1%
C[C@H](CO)N1C[C@H](C)[C@H](CN(C)C(=O)Nc2cccc(Oc3ccccn3)c2)OCc2cnnn2CCCC1=O	i
Cc1ccccc1-n1nc2c(c1NC(=O)C1CC1)CS(=O)(=O)C2	0.7%
CNC(=O)C[C@H]1C(=O)N(Cc2ccccc2)C[C@@H]1C	0.8%
COc1ccc(C(=O)Nc2nc(CC(=O)NCc3c(F)cccc3F)cs2)cc1	11%
COc1ccc([C@H]2CN(c3ccccc3)C(=O)[C@@H]2CC(=O)Nc2ccccc2)cc1	6.3%
O=C(Oc1ccc[nH]c1=O)C1CC1	0.2%
OCC[C@@H]1C[C@H](O)[C@@H](O)[C@@]2(OCc3cc(C(F)(F)F)ccc32)O1	0.6%
CC1(C)CN(Cc2ccccc2)C(=O)[C@H]1CC(=O)Nc1ccc(Br)cc1	i
COc1cccc(/C=N/NC(=O)c2nnn(-c3nonc3N)c2CN(C)C2CCCCC2)c1	i
O[C@H]1CN(Cc2cccs2)[C@@H](c2ccccc2)C[C@@H]1n1cc(C2CC2)nn1	i
COc1ccccc1OCC(=O)Nc1ccc(C(=O)Nc2ccccc2C(=O)O)cc1	2.7%
CCC1NC(=O)c2cc3ccccc3cc2-n2c1nc1cc(OC)c(OC)cc1c2=O (stereo unspecified)	8.4%
CCN(CCn1cccn1)C(=O)c1ccc(OC2CCN(C(=O)CCOC)CC2)cc1	2.6%
Cc1cc(C(=O)OC(C)C(=O)NC2CCCCC2C)c2ccccc2n1 (stereo unspecified)	2.1%
C[C@H]1CN([C@@H](C)CO)C(=O)CCCn2cc(nn2)CO[C@@H]1CN(C)S(=O)(=O)c1ccc(-c2ccccc2)cc1	1.3%
O=C(c1cccs1)N1C[C@H](n2cc(C3CC3)nn2)[C@@H](O)C[C@@H]1c1ccc(Cl)cc1	2.2%
N#Cc1ccc2sn(-c3ccccc3)c(=O)c2c1	5.4%
O=C(NCC(c1cccs1)N1CCOCC1)c1cc(F)cc(F)c1 (stereo unspecified)	5.4%
CN(C)S(=O)(=O)c1cccc(NC(=O)COc2ccccc2C(=O)Nc2ccccc2)c1	8.6%
Cc1cc(Cl)ccc1OC(C)C(=O)Nc1cccc(S(=O)(=O)N2CCOCC2)c1 (stereo unspecified)	i
CCOc1cc(/C=N/Nc2ccc(S(=O)(=O)Nc3ccccc3C(=O)O)cc2[N+](=O)[O-])cc(Cl)c1O	2.2%
CCc1ccccc1NC(=O)CCC(=O)N1CCN(C(C)=O)CC1	i
C[C@H](O)[C@@H]1CN2CCc3c([nH]c4ccccc34)[C@@H]2C[C@@H]1N(C)C(=O)Nc1ccc(F)cc1	i
CNC(=S)N1CCC(C(=O)c2ccc(Cl)cc2)CC1	i
C#CC1(N2CCCCC2)CCCCC1	i
COc1ccccc1C#CC1=CC(=O)CC(C)(C)C1	4.5%
C[C@@H]1CN([C@H](C)CO)C(=O)c2cc(Br)cnc2O[C@H]1CN(C)Cc1cccnc1	0.5%

These rows are one share of the data; rates above refer to the full screens.
